Bioassay records: PubChem, National Center for Advancing Translational Sciences (NCATS)
AmpC inh det – AmpC beta-lactamase inhibition, detergent assay | P00811 | purified AmpC, nitrocefin hydrolysis with detergent | Potency, µM (doses to about 28.7 µM), inactives show at the top dose activity change, negative = inhibition | 71,000 tested, 0.09% active; active means well fitted curve in the direction sought with a large enough effect
Target sequence (P00811 whole entry, looked up): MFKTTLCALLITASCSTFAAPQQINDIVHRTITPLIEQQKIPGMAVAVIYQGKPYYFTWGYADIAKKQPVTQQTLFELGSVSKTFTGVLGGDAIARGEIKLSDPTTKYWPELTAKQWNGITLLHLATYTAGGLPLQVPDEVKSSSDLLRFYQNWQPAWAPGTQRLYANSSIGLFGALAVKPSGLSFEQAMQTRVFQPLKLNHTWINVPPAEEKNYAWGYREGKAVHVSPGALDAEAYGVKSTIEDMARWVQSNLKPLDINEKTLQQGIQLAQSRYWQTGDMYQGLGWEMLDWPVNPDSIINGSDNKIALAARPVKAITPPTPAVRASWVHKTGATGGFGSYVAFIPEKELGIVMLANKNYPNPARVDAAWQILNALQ
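E. coli AmpC (5.3 nM) in 20 mM phosphate pH 7.0 with 0.01% Triton X-100, preincubated 15 min RT with compound; nitrocefin (2 uL of 800 uM stock) hydrolysis followed by 480 nm absorbance every 20 s over 4 min.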
* = called active by the depositor; [ ] = another dose, or the depositor's remark. On the % scale 0 is the no-effect control and ±100 the full control effect; potency means the concentration at half of the fitted maximal effect. This is a subset. The share of hits here may be higher or lower than overall.

Structure | AmpC inh det
CCC(OC(=O)c1ccco1)C(=O)NCc1ccco1 (centres undefined) | 13.0%
Cn1c(SCC(=O)c2cccs2)nnc1-c1ccco1 | 12.0%
NC(=O)CSc1ccc(Br)cc1 | -4.7%
Cn1c(=O)c2c(nc(NCCNC(=O)c3ccco3)n2Cc2ccccc2Cl)n(C)c1=O | 8.8%
O=[N+]([O-])c1cc(C(F)(F)F)ccc1Cl | 11.1%
CN(C)CCOCCP(=O)(c1ccccc1)c1ccccc1 | 4.1%
CC(=O)N1CCN=C1SCc1ccc(Cl)cc1 | 5.5%
Cc1cc(NC(=O)Nc2cccc3ccccc23)no1 | 2.8%
CCOC(=O)N1CCC(NC(=O)C2CCCN(Cc3nc(-c4cccc(Cl)c4)oc3C)C2)CC1 (centres undefined) | 10.2%
O=C1NC(=O)C2(Cc3ccccc3N3CCCC32)C(=O)N1Cc1ccccc1 (centres undefined) | -4.7%
COc1ccc(NC(=O)CSc2nnc(-c3ccoc3C)n2CCc2ccccc2)cc1 | 0.8%
COC(=O)C1C(=O)c2c(n[nH]c2C)CC1(C)C (centres undefined) | -1.8%
Cn1c(=O)c2ncn(CC(=O)Nc3ccc4oc(-c5cccc6ccccc56)nc4c3)c2n(C)c1=O | -1.5%
O=C1CC2CS(=O)(=O)CC2N1c1ccc(Cl)cc1Cl (centres undefined) | -1.2%
Cc1ccc(CN(c2ccc(C(=O)N3CCCC3)cc2)S(C)(=O)=O)cc1 | -3.6%
CC1(C)CC(=O)C2=C(C1)OC1=C(C(=O)CC(C)(C)C1)C2c1ccc(O)cc1O | -7.9%
Cn1c(=O)c2c(ncn2C[C@@H](O)CO)n(C)c1=O | 0.0%[12.8 µM]
CC(C)(C)NC(=O)C1CCCN(S(=O)(=O)c2cccc3cccnc23)C1 (centres undefined) | 11.7%
O=C(Nc1ccc2c(c1)OCO2)c1ccncc1 | -0.9%
CCN(CC)c1ccc(NC(=O)CN2CCN(CC(=O)Nc3ccccc3F)CC2)cc1 | -0.2%
Cc1ccc(C2CC(C(F)(F)F)n3nc(C(=O)NCCN4CCOCC4)cc3N2)cc1 (centres undefined) | 9.9%
CCOCCCNC(=O)CCCOc1ccccc1 | -1.4%
CCOC(=O)Cc1csc(NC(=O)C2C3C=CC(C3)C2C(=O)O)n1 (centres undefined) | -7.6%
CCOc1ccc(-c2nc(CSCC(=O)NCc3ccco3)c(C)o2)cc1 | -4.7%
COc1ccccc1-c1nc(NCCN2CCOCC2)c2ccccc2n1 | 8.3%
COc1cccc(-n2ccnc2SCC(=O)N2CCc3ccccc32)c1 | -1.3%
O=C(Oc1ccc(-c2nnco2)cc1)N1CCCCC1 | -2.7%
O=C(Nc1ccccc1N1CCCC1)c1ccc2c(c1)OCO2 | 0.2%
CCOC(=O)C1=C(SCC(=O)Nc2ccccc2)NC(=O)C(C#N)C12CCCCC2 (centres undefined) | 0.5%
CCOc1cc(C)c(Cl)cc1S(=O)(=O)NCc1ccco1 | -5.6%
O=C(OCC(=O)N1CCN(C(=O)c2ccco2)CC1)c1ccc(S(=O)(=O)N2CCCCC2)cc1 | -2.1%
CCC1CCCCN1C(=O)CSc1nnc(-c2c[nH]c3ccccc23)o1 (centres undefined) | 5.1%
C[N+]12CCC(CC1)[C@@H](OC(=O)C(O)(c1ccccc1)c1ccccc1)C2 | -1.4%[12.8 µM]
CC1(C)Oc2ccc(C(=O)NC3CCCC3)cc2N(CC(=O)N2CCOCC2)C1=O | -3.9%
Cn1c(=O)c(-c2cccc(F)c2)nc2cncnc21 | 0.0%
O=C(CSCCc1ccccn1)Nc1cccnc1 | 0.2%
Cc1cc(Cc2c(C)c(C)c(Cc3cc(C)cc(C(C)(C)C)c3O)c(C)c2C)c(O)c(C(C)(C)C)c1 | -1.2%[5.75 µM]
CSc1nc(C)cc(Nc2ccc(O)c(CN3CCOCC3)c2)n1 | 2.2%[5.75 µM]
Cc1ccc2cc3cc(C(=O)N4CC(C)CC(C)C4)oc3nc2c1 (centres undefined) | -1.4%
COc1ccc2[nH]cc(C(=O)CN3CCCCC3)c2c1 | -1.4%
CCOC(=O)CCN(Cc1cccs1)S(=O)(=O)c1ccc(Cl)cc1 | -3.5%
O=C(NCc1ccco1)C1OCCc2ccccc21 (centres undefined) | -3.8%
Cc1ccc(C)n1-n1c(C)nc2scc(-c3cccs3)c2c1=O | -2.2%
COc1ccc(C[C@@H]2c3cc(OC)c(OC)cc3CC[N@+]2(C)CCC(=O)OCCCCCOC(=O)CC[N@@+]2(C)CCc3cc(OC)c(OC)cc3[C@H]2Cc2ccc(OC)c(OC)c2)cc1OC | 6.5%[12.8 µM]
COCCNC(=O)Cn1cnc2ccc(S(=O)(=O)N3CCC(C)CC3)cc2c1=O | -5.1%
O=C1CCC(=O)N1c1ccc(CSc2nnnn2C2CCCCC2)cc1 | -7.2%
CC(=O)c1c(C(C)=O)c(C)n(NC(=O)c2cccnc2)c1C | -4.9%
CCN(CC)CCCN1C(=O)C(O)=C(C(=O)c2ccco2)C1c1cc(OC)ccc1OC (centres undefined) | -1.7%
CC(C)(C)OOC(=O)c1ccccc1 | 7.2%
N#C/C=C/C#N | 4.4%
CC1CCN(CCc2nc3cc(NC(=O)Nc4ccccc4)ccc3n2C)CC1 | -2.7%
CC1(C)Cc2cccc(OCC(=O)N3CCN(S(=O)(=O)c4ccccc4F)CC3)c2O1 | -2.3%
O=C(CN1CCN(c2nc(-c3ccc(Cl)cc3)cs2)CC1)NCc1ccco1 | 8.4%
Cc1cccc2cc(CN(Cc3cccnc3)C(=O)c3ccncc3)c(=O)[nH]c12 | -3.0%
COc1ccc(NC(=O)C2CC(c3ccc(OC)c(OC)c3)=NO2)cc1OC (centres undefined) | -3.2%
Cc1cc(N2CCN(c3nc4ccccc4s3)CC2)n2ncnc2n1 | 13.5%
O=C(NC12CCC(O)C(SC1)/C2=N/O)c1ccccc1 (centres undefined) | 5.7%
COc1cc(OC)c(C2C(C#N)=C(N)OC3=C2C(=O)CC(C)C3)cc1OC (centres undefined) | 3.6%
Cc1cc2cc(CCNC(=O)CC(C)(C)C)c(=O)[nH]c2cc1C | 10.8%
COc1cc(C(=O)Nc2nccs2)c(Br)c(OC)c1OC | -5.2%

(further entries)
Structure | AmpC inh det
COc1ccc(S(=O)(=O)N2CCN(S(=O)(=O)c3ccc4c(c3)OCCO4)CC2)cc1C | -2.1%
c1ccc(Oc2nc(NCc3ccco3)nc(NCc3ccco3)n2)cc1 | 1.3%
COc1ccc(N2C(=O)NC3CC2(C)Oc2ccc(Br)cc23)cc1OC (centres undefined) | -2.5%
CCn1c(CNC(=O)c2ccco2)nnc1SCC(=O)Nc1cc(C(F)(F)F)ccc1Cl | -1.4%
O=C(Nc1ncccn1)C1CCCN1S(=O)(=O)c1ccc(Cl)c(Cl)c1 (centres undefined) | -2.0%
CCOC(=O)c1cc(NC(=O)OC)c(C)nc1C | -5.6%
CN1[C@@H]2CC(OC(=O)[C@@H](CO)c3ccccc3)C[C@@H]1[C@H]1O[C@H]12 (some centres undefined) | -1.8%[5.75 µM]
O=C(Nc1ccc2nc(-c3ccco3)[nH]c2c1)c1cccs1 | -5.9%
COc1cc2sc(C)nc2c2sccc12 | -4.3%
O=C(c1ccccc1)c1ccccc1 | 0.8%
Cc1nc(NCc2ccc3c(c2)OCO3)c2nnn(Cc3ccccc3)c2n1 | -4.0%
O=C1COc2ccc(C(=O)COC(=O)CCc3ccc(S(=O)(=O)N4CCOCC4)cc3)cc2N1 | -2.3%
CNc1cc(-c2ccccc2C)ncn1 | 9.5%
Cc1cccc(CNc2ncnc3ccc(-c4ccc5c(c4)OCO5)cc23)c1 | 8.9%
CCOc1ccc(C(C)(C)C)cc1S(=O)(=O)N1CCOCC1 | -4.3%
CCCC(=O)Nc1nn(C)c2nc3c(C)cccc3cc12 | -2.4%
FC(F)(F)c1cc(-c2ccccc2)nc(N2CCCCC2)n1 | -1.4%
O=S(=O)(c1ccccc1)N1CCC2(CCCN(c3ccccn3)C2)CC1 | -3.0%
Cc1ccc(SCc2cc(=O)[nH]c(N3CCCCC3)n2)cc1 | -3.6%
CC(=O)c1ccc(NC(=O)Nc2ncn(Cc3cccc(C)c3)n2)cc1 | -3.4%
CCCn1cnc2c(c1=O)c1nc3ccccc3nc1n2CCC1=CCCCC1 | -3.9%
COc1ccc(CCCC(=O)O)c(C)c1 | -4.5%
CC(=O)Cc1nsc(NC(=O)c2ccc(-c3cccc(C(F)(F)F)c3)o2)n1 | -5.0%
Cc1oc2nc(SCC(=O)N3CCCCC3)nc(N)c2c1C | -7.9%
Cc1cc(C)c2c(-n3cccc3)c(C(=O)O)sc2n1 | 14.8%
Cc1ccc2c(c1)NC(=O)C(CC(=O)NCCCN1CCCC1)O2 (centres undefined) | 9.2%
CCOc1ccc(S(=O)(=O)n2cnc3cc(C)c(C)cc32)cc1 | 16.1%
Cc1sc(-n2cccc2)c(C(=O)O)c1C | -1.8%
O=C1CC(N2CCC(O)(c3ccc(Cl)cc3)CC2)C(=O)N1Cc1ccc(N2CCCC2=O)cc1 (centres undefined) | -0.7%
O=C(CCn1nnc2ccccc21)Nc1nnc(-c2ccccc2F)s1 | -1.2%
Cc1cc(C(F)(F)F)c2c(C)nn(CCc3nn[nH]n3)c2n1 | -4.7%
C=CCn1c(-c2cc(OC)cc(OC)c2)n[nH]c1=S | -2.0%
CC(CC(C)C(=O)N1CCOCCN(C(=O)C(C)CC(C)C(=O)O)CCOCC1)C(=O)O (centres undefined) | -5.6%
CS(=O)(=O)N(CCC(=O)O)Cc1ccccc1 | -0.6%
CC(C)(C)c1cc(C(=O)NCc2ccco2)ccn1 | -4.2%
O=C(COc1ccccc1)NCc1ccc2c(c1)OCO2 | -2.4%

Of the compounds above, 6 contain a CF3 group:
Structure | AmpC inh det
O=[N+]([O-])c1cc(C(F)(F)F)ccc1Cl | 11.1%
Cc1ccc(C2CC(C(F)(F)F)n3nc(C(=O)NCCN4CCOCC4)cc3N2)cc1 (centres undefined) | 9.9%
CCn1c(CNC(=O)c2ccco2)nnc1SCC(=O)Nc1cc(C(F)(F)F)ccc1Cl | -1.4%
FC(F)(F)c1cc(-c2ccccc2)nc(N2CCCCC2)n1 | -1.4%
CC(=O)Cc1nsc(NC(=O)c2ccc(-c3cccc(C(F)(F)F)c3)o2)n1 | -5.0%
Cc1cc(C(F)(F)F)c2c(C)nn(CCc3nn[nH]n3)c2n1 | -4.7%

Other records follow.
Structure | AmpC inh det
Cc1ccc2c(c1)C1CN(C)CCC1N2C(=O)Nc1ccc(Cl)cc1 (centres undefined) | -3.6%
COc1ccc(S(=O)(=O)Cc2ccc(C(=O)NC3CC3)o2)cc1 | 4.3%
CC(NC(=O)c1cccnc1)c1ccc2c(c1)OCO2 (centres undefined) | -2.6%
CCOC(=O)N1CCC(NC(=O)CN2C(=O)CSc3ncccc32)CC1 | 5.3%
COc1ccc(NC(=O)Nc2cc(C)ccn2)cc1 | 9.3%
CCCc1cc(C(N)=O)c(NC(=O)c2ccco2)s1 | -5.9%
CC1(C)CC(=O)C(C=NCCN2CCN(CCCCS(=O)(=O)O)CC2)=C(O)C1 | 1.8%
CC1CCCCN1C(=O)Cn1c(=O)n(C2CCCCC2)c(=O)c2ccccc21 (centres undefined) | 5.3%
O=C(Cc1ccc2c(c1)OCCO2)c1c(O)cc(O)cc1O | -3.7%
Cc1cc(NC(=O)c2cc(C(C)C)on2)no1 | -0.3%
Cc1cc(C)nc(N2CCC(C(=O)NCc3ccco3)CC2)n1 | -3.9%
COc1c(C)cc(Br)cc1C(=O)Nc1cccc(-c2nc3ncccc3o2)c1 | 10.2%
Cn1c(SCCS(=O)(=O)c2ccc(Cl)cc2)nnc1-c1ccccc1 | -2.8%
Cc1ccc2nc(-c3ccc(N)cc3)sc2c1S(=O)(=O)O | 4.0%
CCCCOc1ccc(-c2nnn(CC(=O)Nc3ncc(CC(=O)OCC)s3)n2)cc1 | -6.2%
Cc1ccc(OC(=O)c2ccc(C)c(C)c2)cn1 | -0.7%
CCOC(=O)C1CCN(Cc2ccc(N(C)C)cc2)CC1 | -3.2%
O=C(O)CCCCCNc1nc2ncn(Cc3ccccc3)c2c(=O)[nH]1 | -0.1%
CCN(CCNC(=O)C1CCCN(S(=O)(=O)c2cnc[nH]2)C1)c1ccccc1 (centres undefined) | 13.3%
O=C(O)c1c2c(nc3ccc(S(=O)(=O)N4CCC(C(=O)NC5CCCC5)CC4)cc13)CCCCC2 | 8.8%
C(/CCc1ccccc1)=N\n1cnnc1 | -4.3%
CCOC(=O)Oc1ccc2oc(=O)cc(C)c2c1 | 6.7%
Cc1ccc(CN2CCN(C)CC2)c(C)c1 | -2.3%
COc1ccc(CCN2CC3=C(C2=O)C(c2ccccc2)NC(=O)N3C)cc1OC (centres undefined) | 10.5%
CC1CCCN(C(=O)c2cc(F)c(F)cc2Cl)C1 (centres undefined) | -4.3%
Cc1ccc(-c2nc(COC(=O)c3c(C)noc3C)cs2)cc1 | -5.0%
COCC(=O)N1CCC2(CCCN(c3ccccc3)C2)CC1 | 1.6%
Nc1nnc(SCC(=O)NC2CCCCC2)n1-c1ccccc1 | -1.7%
CCCCN(CC)CCNC(=O)Cn1cnc2sc(C)c(S(=O)(=O)N3CCOCC3)c2c1=O | 5.4%
COc1ccc(C(=O)N(Cc2nc(-c3ccc(C)cc3)no2)C(C)C)cc1OC | 13.1%
COC(=O)c1ccc(-c2nn(C)c(=O)c3ccccc23)cc1 | 11.2%
O=C(Oc1cccnc1)c1cccc(Cl)c1 | 12.4%
O=C(CCCCCN1C(=O)c2ccccc2C1=O)NCCc1nc2ccccc2[nH]1 | 2.1%
